ZTA counter: counter-screen for EBNA-1 inhibitors: inhibitors of Epstein-Barr virus ZTA; inhibition, % at 11 µM; 320,000 tested, 0.15% active; P03206; ZTA-DNA binding, fluorescence polarization; in the data active = inhibition above about 33%
PREPL inhibitor: human PREPL enzyme inhibition. AID 2751. Q4J6C6. 320,000 tested, 0.68% active. inhibition, % at 5.96 µM. recombinant PREPL, fluorescence polarization activity-based probe; in the data active = inhibition above about 43%;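 also: 0% = enzyme with DMSO and 100% = wells lacking enzyme; many of its hits are not listed in these tables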
Target sequence (Q4J6C6 whole entry, looked up): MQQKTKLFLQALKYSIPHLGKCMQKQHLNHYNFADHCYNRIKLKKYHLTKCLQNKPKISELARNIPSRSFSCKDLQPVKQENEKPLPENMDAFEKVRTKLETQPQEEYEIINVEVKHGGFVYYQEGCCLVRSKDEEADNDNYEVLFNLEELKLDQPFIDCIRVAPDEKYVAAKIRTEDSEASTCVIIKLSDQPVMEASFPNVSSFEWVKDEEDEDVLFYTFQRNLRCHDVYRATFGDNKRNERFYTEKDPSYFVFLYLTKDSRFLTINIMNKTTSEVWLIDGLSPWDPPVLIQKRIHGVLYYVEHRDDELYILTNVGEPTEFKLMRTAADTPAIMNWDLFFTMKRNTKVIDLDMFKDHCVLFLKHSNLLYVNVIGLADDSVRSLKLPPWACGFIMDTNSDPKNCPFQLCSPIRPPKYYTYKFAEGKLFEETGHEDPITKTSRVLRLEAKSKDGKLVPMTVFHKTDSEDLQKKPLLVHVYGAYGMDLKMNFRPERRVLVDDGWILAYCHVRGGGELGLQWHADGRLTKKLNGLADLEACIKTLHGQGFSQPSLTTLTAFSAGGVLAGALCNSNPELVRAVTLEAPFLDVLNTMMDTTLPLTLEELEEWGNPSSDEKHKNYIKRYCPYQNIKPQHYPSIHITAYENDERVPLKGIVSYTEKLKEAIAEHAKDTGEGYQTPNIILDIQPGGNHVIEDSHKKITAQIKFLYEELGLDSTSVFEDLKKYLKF
Fh CTSL1 inh: blocks F. hepatica cathepsin L1 in PFM18AAP counter-screen | inhibition, % at 5.96 µM | recombinant F. hepatica cathepsin L1, Z-Leu-Arg-MCA fluorescence | 300,000 tested, 0.49% active;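 active = inhibition above the mean of all tested compounds plus 3 SD, set per screening campaign, cut at about 17% in these data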;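 also: 0% = plate median of test compound wells and 100% = 1 µM Z-Phe-Ala-diazomethylketone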
TPT1 inh: blocks Candida albicans tRNA 2'-phosphotransferase. 300,000 tested, 0.81% active. inhibition, % at 5 µM. recombinant caTPT1, FP RNA substrate dephosphorylation;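 active = inhibition above the mean of all tested compounds plus 3 SD, set per screening campaign, cut at about 24% in these data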;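 also: plate controls were DMSO alone for no effect and ferristatin control at 100 nM for full effect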
EBNA-1 inhibitor: blocks EBNA-1 binding to DNA; EBNA-1 DNA binding, fluorescence polarization; 300,000 tested, 0.34% active; AID 1950; inhibition, % at 14.8 µM; in the data active = inhibition above about 28%
Efflux pump inh: inhibitors of Candida antifungal efflux pumps expressed in yeast | S. cerevisiae Candida pump triplex, Nile Red efflux | inhibition, % at 10 µM | 330,000 tested, 0.44% active;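 active = plate passing quality check with inhibition over a set limit, or well fluorescence over plate mean plus 4 SD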;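 also: Nile Red retained in pooled yeast measured as flow cytometry median fluorescence; 0% = buffer negative control and 100% = Enniatin B positive control; higher means more Nile Red kept so more efflux inhibition; some compounds called inactive have numbers as strong as hits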
PP5 primary: PP5 (human) phosphatase inhibition; inhibition, % at 6.7 µM; purified PP5c, OMFP substrate fluorescence; P53041; 320,000 tested, 0.18% active;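 active = inhibition above the campaign's mean inhibition across all tested compounds plus 3 SD, cut at about 9.5% in these data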;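 also: 0% = DMSO only and 100% = 100 µM cantharidin control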
PP1 inh: PP1-alpha (human) inhibition in PP5 counter-screen | purified PP1alpha, OMFP fluorescence | inhibition, % at 6.7 µM | 320,000 tested, 0.9% active | P62136 | AID 2235;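 active = inhibition above the mean inhibition of all tested compounds plus 3 SD, computed separately for each screening campaign, cut at about 15% in these data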
core dimer inh: blocks dimerization of HCV core protein; TR-FRET GST/Flag-core106 dimerization, 1536-well; inhibition, % at 5 µM; 300,000 tested, 0.33% active; AID 1899;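 active = inhibition above the mean of all tested compounds plus 3 SD, set per screening campaign, cut at about 45% in these data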
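System: GST/Flag-tagged HCV core106 proteins. Incubation: compound-protein-antibody incubation 4 h at 22.5 °C. Technique: HTRF with 340 nm excitation, 617/671 nm emission. Medium: KF-containing HEPES buffer, pH 7.45, DTT, CHAPS, BSA. Read-out: inhibition (%) from 671 over 617 nm ratio. Also added: Eu(K)-anti-GST 90 ng/mL plus XL665-anti-Flag 1 µg/mL.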
Starred values were filed as active, the others as inactive; · = no result given. This is a subset (hit frequency here may not be typical).

SMILES	ZTA counter	PREPL inhibitor	Fh CTSL1 inh	TPT1 inh	EBNA-1 inhibitor	Efflux pump inh	PP5 primary	PP1 inh	core dimer inh
CC(=O)NC(c1ccccc1)c1cc(Cl)c2cccnc2c1O (stereo not drawn)	-14	0	0	0	2	-0.1	5.0	14	-3
O=C(Cn1ccc(NC(=O)OCc2ccccc2)nc1=O)NCCc1c[nH]c2ccccc12	-4	-18	·	·	·	0.2	2.4	-2	·
O=C(COc1ccccc1)NCC(=O)N/N=C/c1ccccc1	0	-1	1	0	-6	0.0	-2.8	-5	0
Cc1ccc(C(=O)NC2CCN(Cc3ccccc3)CC2)cc1S(=O)(=O)N1CCOCC1	12	8	-4	2	2	-0.1	-0.1	1	3
O=c1[nH][nH]c(=O)c2cc(N3CCCC3)ccc12	6	16	2	1	-2	0.2	-0.6	-9	-4
Cc1ccc(CNC(=O)CCNC(=O)Cn2ccc3ccccc3c2=O)o1	-6	19	0	-3	-1	-0.1	-0.1	-1	-2
Cc1cc(C(=O)NC2CCCc3c2cnn3-c2ccc(C)c(C)c2)n(C)n1 (stereo not drawn)	-7	13	-4	0	-5	-0.2	2.6	4	-4
Cc1cc(C)n(C(=O)c2cccc([N+](=O)[O-])c2C)n1	18	13	3	-5	7	0.0	-1.1	0	-3
CCCCc1n[nH]c2c1/C(=N/O)CC(c1ccccc1)C2 (stereo not drawn)	2	4	2	-2	-1	0.0	3.8	-4	1
CC(Sc1n[nH]c(N)n1)C(=O)Nc1ccccc1-c1ccccc1 (stereo not drawn)	3	1	-2	-3	-1	0.0	-1.5	-1	1
Cc1ccccc1-c1nnc(SCCOc2ccc3c(C)cc(=O)oc3c2)o1	4	-6	0	5	1	-0.1	-0.1	-2	10
COc1ccc(C(CC(=O)N2CCCC(C)C2)c2c(O)cc(OC)cc2OC)cc1 (stereo not drawn)	6	4	4	1	9	·	1.1	-3	11
CCc1ccccc1OCC(=O)Nc1cc(S(=O)(=O)N(CC)CC)ccc1N1CCOCC1	-7	6	·	·	·	-0.1	0.7	12	·
Cc1ccc(NC(=O)CSc2nc(O)cc(=O)n2C)cc1	0	0	-2	0	6	0.0	1.9	6	1
CCCCc1nc(SCC(=O)Nc2ncccn2)n[nH]1	10	2	1	-7	1	0.0	-0.6	1	-1
CCOc1ccc(-c2cc(C(=O)N3CCCC3)c3ccccc3n2)cc1	11	9	2	2	6	-0.1	3.8	2	5
COc1ccc(S(=O)(=O)N2CCN(CC(=O)Nc3ccccc3Cl)CC2)cc1	-4	-41	1	1	11	-0.3	2.0	1	2
Cc1nc(N[C@@H](Cc2c[nH]c3ccccc23)C(=O)O)c2oc3ccccc3c2n1	-11	10	5	3	-3	0.2	1.4	-4	-4
Cc1ccc(Cn2c(SCCN3CCCCC3)nc3c2c(=O)n(C)c(=O)n3C)cc1	8	-7	2	-1	-5	0.0	3.5	-2	1
CCCn1c(=N)n(CC(=O)O)c2ccccc21	9	3	0	2	4	0.0	-2.7	-2	-8
CCNc1nc(SCC(=O)Nc2ccc(Cl)c(Cl)c2)nc(N2CCOCC2)n1	-7	0	2	2	-11	-0.1	5.6	10	-1
COc1cc(OC)c(OC)cc1CNc1nnnn1C	13	5	1	0	8	0.1	0.6	0	-8
O=C(CSc1n[nH]c(=O)[nH]c1=O)c1ccc([N+](=O)[O-])cc1	-11	-2	7	0	-4	0.0	1.8	-3	-6
CCC1(CC)NC(=O)N(CC(=O)OC(C)C(=O)Nc2ccc(Cl)cn2)C1=O (stereo not drawn)	7	-1	-44	-3	4	0.0	-0.2	-3	1

Some of these compounds in order of SMILES length, smallest number first.
SMILES	ZTA counter	PREPL inhibitor	Fh CTSL1 inh	TPT1 inh	EBNA-1 inhibitor	Efflux pump inh	PP5 primary	PP1 inh	core dimer inh
COc1cc(OC)c(OC)cc1CNc1nnnn1C	13	5	1	0	8	0.1	0.6	0	-8
CCCn1c(=N)n(CC(=O)O)c2ccccc21	9	3	0	2	4	0.0	-2.7	-2	-8
CCCCc1nc(SCC(=O)Nc2ncccn2)n[nH]1	10	2	1	-7	1	0.0	-0.6	1	-1
Cc1ccc(NC(=O)CSc2nc(O)cc(=O)n2C)cc1	0	0	-2	0	6	0.0	1.9	6	1
CCCCc1n[nH]c2c1/C(=N/O)CC(c1ccccc1)C2 (stereo not drawn)	2	4	2	-2	-1	0.0	3.8	-4	1
CC(Sc1n[nH]c(N)n1)C(=O)Nc1ccccc1-c1ccccc1 (stereo not drawn)	3	1	-2	-3	-1	0.0	-1.5	-1	1
CCOc1ccc(-c2cc(C(=O)N3CCCC3)c3ccccc3n2)cc1	11	9	2	2	6	-0.1	3.8	2	5
Cc1ccccc1-c1nnc(SCCOc2ccc3c(C)cc(=O)oc3c2)o1	4	-6	0	5	1	-0.1	-0.1	-2	10
CCNc1nc(SCC(=O)Nc2ccc(Cl)c(Cl)c2)nc(N2CCOCC2)n1	-7	0	2	2	-11	-0.1	5.6	10	-1
COc1ccc(S(=O)(=O)N2CCN(CC(=O)Nc3ccccc3Cl)CC2)cc1	-4	-41	1	1	11	-0.3	2.0	1	2
O=C(CSc1n[nH]c(=O)[nH]c1=O)c1ccc([N+](=O)[O-])cc1	-11	-2	7	0	-4	0.0	1.8	-3	-6
CCC1(CC)NC(=O)N(CC(=O)OC(C)C(=O)Nc2ccc(Cl)cn2)C1=O (stereo not drawn)	7	-1	-44	-3	4	0.0	-0.2	-3	1
CCc1ccccc1OCC(=O)Nc1cc(S(=O)(=O)N(CC)CC)ccc1N1CCOCC1	-7	6	·	·	·	-0.1	0.7	12	·
Cc1nc(N[C@@H](Cc2c[nH]c3ccccc23)C(=O)O)c2oc3ccccc3c2n1	-11	10	5	3	-3	0.2	1.4	-4	-4

Part of the list above, limited to core dimer inh and PP1 inh:
Structure	core dimer inh	PP1 inh
CCCCc1nc(SCC(=O)Nc2ncccn2)n[nH]1	-1	1
CCOc1ccc(-c2cc(C(=O)N3CCCC3)c3ccccc3n2)cc1	5	2

Additional results
SMILES	ZTA counter	PREPL inhibitor	Fh CTSL1 inh	TPT1 inh	EBNA-1 inhibitor	Efflux pump inh	PP5 primary	PP1 inh	core dimer inh
Cc1ccc(CS(=O)Cc2ccc(C(=O)NC3CCCC(C)C3C)o2)cc1 (stereo not drawn)	-4	11	0	1	1	-0.1	1.0	3	5
Cc1ccc(C(C(=O)NC2CCCC2)N(C(=O)CCC(=O)Nc2cc(C)on2)c2ccccc2)cc1 (stereo not drawn)	-21	10	1	-2	0	-0.1	0.3	11	6
Nn1c(SCC(=O)N2CCCCCC2)nnc1-c1ccncc1	-6	6	-10	1	-15	-0.1	4.2	-7	1
O=C(/C=C/c1ccccc1)NCCSCc1ccc(Cl)cc1	5	-35	-1	0	8	·	1.5	4	10
COc1cc(SC)ccc1C(=O)N1CCN(Cc2ccccc2)CC1	1	5	2	-1	3	0.0	-2.2	-3	-2
Cc1cccc(Cn2c(Sc3nc(C)cs3)nc3c2c(=O)[nH]c(=O)n3C)c1	0	-7	3	1	-5	-0.1	-1.9	1	-11
O=[N+]([O-])c1ccc(Sc2nc3ccccc3o2)c([N+](=O)[O-])c1	13	22	-6	-4	-10	0.4	3.7	10	9
Cc1c([N+](=O)[O-])c(C(=O)Nc2ccc3c(c2)OCCO3)nn1C	12	2	1	-1	-2	-0.1	1.0	-3	0

Source: PubChem BioAssay
